# Compound activity (PubChem BioAssay)
# influenza NS1A: H1N1 influenza NS1A inhibitors, functional cell based assay (AID 504329); NS1A functional cell-based assay, percent inhibition; higher % means a stronger effect; one-dose inhibition, % at 12.5 µM; IC50 in µM for titrated hits; hit rate 0.3% among 340,000; in the data active means a potency from the dose series; inconclusive means inhibition above about 27% without an active follow-up result; further: strong numbers were not always called active
# VEEV TC-83 Vero: inhibitors of VEEV TC-83 cytopathic effect, confirmation, Vero cells (AID 588727); Vero cells, VEEV TC-83 cytopathic effect inhibition; higher % means a stronger effect; one-dose inhibition, % at 20 µM; IC50 in µM for titrated hits; hit rate 0.13% among 350,000; in the data active means a potency from the dose series; inconclusive means inhibition mostly from about 14% at the one dose, without a potency; inactive means the rest, 99 in 100 with inhibition below about 12%; further: strong numbers were not always called active
# Salmonella PhoP GFP: Inhibition of PhoP regulon, Salmonella typhi GFP reporter cells, confirmation, 4 h (AID 1850); hit rate 0.33% among 310,000; one-dose inhibition, % at 50 µM; IC50 in µM for titrated hits; Salmonella Typhi PhoP-promoter GFP reporter, fluorescence, 4 h; higher % means a stronger effect; in the data active means a potency from the dose series; inconclusive means inhibition mostly from about 25% at the one dose, without a potency; inactive means the rest, 99 in 100 with inhibition below about 19%;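 further: 0% = induced wells with vehicle and 100% = uninduced wells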
# H37Rv inhibition: M. tuberculosis growth inhibition, HTS (AID 449762); M. tuberculosis H37Rv growth inhibition, 7H9 media; higher % means a stronger effect; inhibition, % at 25 µM; hits with a dose series show IC50 in µM; hit rate 0.59% among 330,000; in the data active means a potency from the dose series; inconclusive means inhibition above about 70% without an active follow-up result;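 further: bacterial growth assessed after seven days of incubation; strong numbers were not always called active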
# M. tuberculosis: growth inhibition of non-replicating M. tuberculosis (AID 488890) | Mycobacterium tuberculosis non-replicating, growth inhibition; higher % means a stronger effect | inhibition, % at 25 µM, or IC50 in µM where a hit was titrated | hit rate 0.39% among 320,000; in the data active means a potency from the dose series; inconclusive means inhibition mostly from about 82% at the one dose, without a potency; inactive means the rest, 99 in 100 with inhibition below about 76%;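 further: plate controls were DMSO cells for no effect and high antibiotic wells for full effect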
# VEEV TC-83 Vero 10K pilot screen: recorded beside VEEV TC-83 Vero, whose call it bears; inhibition, %; measured here: 10K pilot screen inhibition
# Starred values were filed as active, the others as inactive; i = inactive; ? = inconclusive; nt = no result given.
# Start of the listing, in advance (three entries):
SMILES,influenza NS1A,VEEV TC-83 Vero,Salmonella PhoP GFP,H37Rv inhibition,M. tuberculosis,others
Cc1cc(NS(=O)(=O)c2ccc(NC(=O)/C=C/c3ccco3)cc2)nc(C)n1,2%,i,13%,-12%,17%,
CCCC1=C(C(=O)OCC)C2(C(=O)Nc3ccc(C)cc32)C(C#N)=C(N)O1 (configuration not stated),-5%,0.6%,0%,-10%,16%,
COc1cccc(N2CCN(C(=O)c3cc4ccc(OC)cc4[nH]3)CC2)c1,23%,0.3%,-5%,-6%,22%,

# All compounds of this part (from the top)
SMILES,influenza NS1A,VEEV TC-83 Vero,Salmonella PhoP GFP,H37Rv inhibition,M. tuberculosis,others
Cc1cc(NS(=O)(=O)c2ccc(NC(=O)/C=C/c3ccco3)cc2)nc(C)n1,2%,i,13%,-12%,17%,
CCCC1=C(C(=O)OCC)C2(C(=O)Nc3ccc(C)cc32)C(C#N)=C(N)O1 (configuration not stated),-5%,0.6%,0%,-10%,16%,
COc1cccc(N2CCN(C(=O)c3cc4ccc(OC)cc4[nH]3)CC2)c1,23%,0.3%,-5%,-6%,22%,
Cc1cc(/C=N/NC(N)=S)c(C)n1-c1ccc(Cl)cc1,-3%,i,-5%,?,80%,VEEV TC-83 Vero 10K pilot screen=5.6
Cc1cccc(NC(=O)CCCCCN2C(=O)[C@@H]3Cc4ccccc4CN3C2=O)c1,-9%,2.0%,2%,5%,-20%,
COc1cc(NC(=O)Cn2c([N+](=O)[O-])cnc2C)c(OC)cc1Cl,19%,i,-4%,-4%,-5%,
CCC(=O)n1nc(-c2ccc(Cl)cc2)nc1N,-12%,2.0%,17%,2%,10%,
CCCC(c1nnnn1C(C)(C)CC)N1CCN(C(=O)c2ccco2)CC1 (configuration not stated),3%,0.7%,16%,3%,-8%,
Cc1ccc(S(=O)(=O)N(C)CC(=O)NNC(=O)CCS(=O)(=O)c2ccccc2)cc1,-1%,2.2%,nt,4%,12%,
O=C(CSc1ncn[nH]1)Nc1cccc(S(=O)(=O)N2CCCCCC2)c1,22%,0.4%,-2%,-6%,3%,
CC(=O)c1cccc(NC(=O)c2cccc(N3C(=O)c4ccccc4C3=O)c2)c1,-7%,1.2%,-6%,4%,-17%,
CNC(=S)N1CCN(S(=O)(=O)c2ccc3ccccc3c2)CC1,-4%,1.3%,4%,-15%,-4%,
COc1cccc2c1C(=O)O/C2=C/c1ccc2c(c1)OCO2,-5%,0.7%,-5%,-1%,-3%,
CCN1C(=O)CSc2ccc(C(=O)OC)cc21,-3%,0.3%,16%,5%,10%,
O=C(NCC(=O)N1CCc2ccccc2C1)c1ccccc1Cl,0%,0.5%,10%,0%,-15%,
Cc1cccc(OCC(=O)Nc2cc(C)on2)c1,-1%,0.5%,3%,2%,44%,
O=C(O)c1cc(/C=C/C(=O)c2cc(F)ccc2O)c2c(c1)COCO2,3%,1.3%,11%,0%,23%,
O=C(NC(=S)NC1CC1)c1cccnc1,8%,0.8%,0%,-9%,6%,
COc1ccccc1NC(=O)Nc1cccnc1,5%,i,-2%,-8%,0%,
Cc1noc(C)c1CSCC(=O)Nc1cc(S(=O)(=O)N2CCOCC2)ccc1OC(C)C,-4%,9.7%,16%,-1%,8%,
Cc1nn(Cc2ccc(F)cc2)c(C)c1NC(=O)c1cc2ncc(Br)cn2n1,-10%,8.4%,10%,-5%,-13%,
NC(=O)CC[C@@H]1NC(=O)[C@@H]2CCCN2C(=O)c2cc([N+](=O)[O-])cc(F)c2NCCC[C@@H](C(N)=O)NC1=O,-20%,0.1%,-14%,56%,12%,
COc1ccc(-n2c(C)cc3cc(OC(C)=O)ccc32)cc1,-3%,i,4%,-2%,-7%,
Cc1ccc(N2CC(C(=O)Nc3cc(C)on3)CC2=O)c(C)c1 (configuration not stated),2%,0.5%,-3%,1%,-4%,
COC(=O)[C@H](Cc1ccccc1)NC(=O)c1ccc2ccccc2n1,1%,i,-1%,4%,22%,

# The list goes on.
SMILES,influenza NS1A,VEEV TC-83 Vero,Salmonella PhoP GFP,H37Rv inhibition,M. tuberculosis,others
Cc1ccc2nc(SCC(=O)Nc3ccc(F)cc3)nc(=O)n2c1,-5%,5.0%,6%,-2%,-11%,
O=C(CC1NCCc2ccccc21)Nc1cccc(Cl)c1 (configuration not stated),-3%,0.4%,5%,-4%,2%,
O=C(COC(=O)c1ccccc1Cl)Nc1nccs1,-19%,0.7%,-2%,9%,-3%,
O=c1c(Cc2ccc(F)cc2)c(O)ccn1CCc1ccccn1,2%,1.0%,7%,-1%,-2%,
Cc1cccc(NC(=O)/C(C#N)=C/c2ccc(Sc3ccccc3)o2)c1C,9%,0.2%,3%,7%,11%,
Cc1ccccc1NC(=O)CN1C(=O)S/C(=C\c2cccn2-c2cccc(C(=O)O)c2)C1=O,3%,4.1%,3%,-1%,0%,
N#Cc1c(NC(=O)C2C3C=CC(C3)C2C(=O)O)sc2c1CCCCC2 (configuration not stated),0%,1.2%,9%,4%,-2%,
Cc1ccnc(NC(=O)c2cccc(NC(=O)c3ccc(Cl)cc3)c2)c1,-1%,8.7%,nt,nt,nt,
O=c1[nH]c(CN2CCN(c3ccccc3Cl)CC2)nc2ccsc12,1%,i,3%,7%,58%,
COc1ccc(CCNC(=O)CN(c2cccc([N+](=O)[O-])c2)S(C)(=O)=O)cc1,-1%,i,-12%,0%,3%,
Cc1ccc(S(=O)(=O)C(C)C(=O)NCCS(=O)(=O)c2ccc(Cl)cc2)cc1 (configuration not stated),-1%,i,-2%,-4%,9%,
COCCCNC(=O)Cn1cc(C(C)=O)c2ccccc21,3%,i,2%,-2%,-8%,
CCc1ccc(CCC(=O)Nc2nccs2)o1,-5%,0.9%,-1%,-8%,35%,
Cc1csc(CNC(=O)c2ccc(OC3CCN(CCc4ccccc4)CC3)cc2)n1,-15%,0.2%,-4%,0%,12%,
COc1ccc(CNC(=O)Cn2ccc3cc(S(=O)(=O)N4CCCC4)ccc32)cc1OC,0%,1.1%,-6%,2%,5%,
Cn1c(CC(=O)Nc2ccc(Cl)cc2)nnc1SCC(=O)N1CCOCC1,-9%,1.0%,-12%,-1%,-3%,
CCOc1ccccc1NC(=O)CSc1nnnn1-c1ccccc1,1%,8.4%,-6%,2%,40%,
Cc1ccn2c(=O)nc(SCC(=O)c3ccc(Cl)cc3)nc2c1,-8%,2.6%,8%,-9%,-2%,
COc1cccc(C(=O)OCCCOC(=O)c2cccc(OC)c2OC)c1OC,-7%,8.2%,-4%,-2%,14%,
CCc1ccc(-n2c(SCC(=O)Nc3cc(C)[nH]n3)nc3[nH]ncc3c2=O)cc1,-18%,10%,2%,-3%,22%,
O=C(Nc1ccccn1)c1ccc([N+](=O)[O-])cc1Cl,2%,0.5%,-10%,3%,7%,
COc1ccccc1-n1cn[nH]c1=S,11%,1.4%,11%,2%,-9%,
CC1(C)CCCC(C)(C)N1CC(O)COCCOc1ccc(Br)cc1 (configuration not stated),0%,0.6%,-14%,-4%,39%,
CCN(C(=O)CSc1nnc(-c2ccccc2F)n1N)c1c(N)n(Cc2ccccc2)c(=O)[nH]c1=O,-11%,1.7%,nt,nt,nt,
CC(=O)Nc1ccc(NC(=O)CSc2ccc(-c3ccco3)nn2)cc1,5%,2.4%,24%,-5%,3%,

# Remaining list, next part:
SMILES,influenza NS1A,VEEV TC-83 Vero,Salmonella PhoP GFP,H37Rv inhibition,M. tuberculosis,others
N#Cc1c(N2CCSCC2)nsc1-c1ccccc1Cl,-6%,3.7%,4%,7%,27%,
COCc1cc(C)nc(N2CCN(Cc3ccccc3)CC2)c1C#N,9%,0.0%,-6%,1%,20%,
CN1CCN(S(=O)(=O)c2cccc(C(=O)NCCC3=CCCCC3)c2)CC1,-3%,0.6%,0%,-3%,-2%,
COCCN(C(=O)C(=O)NC1CCCC1)C(C(=O)NC1CCCC1)c1ccccc1F (configuration not stated),-8%,1.0%,0%,-7%,3%,
Cc1nn(CCC#N)c(N)c1C1(O)C(=O)Nc2c(Cl)cc(Cl)cc21 (configuration not stated),-8%,2.4%,15%,0%,4%,
COc1ccc2cc(C(=O)N(C)Cc3ccccc3)[nH]c2c1,-7%,1.5%,-17%,3%,-2%,
CCOC(=O)c1cc(NC(=O)c2ccco2)ccc1N1CCOCC1,1%,0.6%,-11%,1%,-12%,
Cc1nnc(SCC(=O)N(CCC#N)c2ccc3c(c2)OCCO3)s1,-6%,2.1%,nt,1%,18%,
CS(=O)(=O)c1ccccc1-c1nnc(-c2ccc(Cl)cc2)o1,10%,6.8%,1%,-3%,9%,
Cc1nc(N2CCOCC2)sc1C=O,2%,2.2%,-10%,-6%,-4%,
O=C(Nc1ccc2c(c1)C(=O)OC2)c1ccccc1Cl,-3%,1.7%,13%,-6%,-1%,
COc1cc2c(cc1O)C[C@H]1c3c(cc(O)c(OC)c3-2)CCN1C,-2%,8.1%,-5%,-4%,9%,
COc1ccc(/C=N/OCC(=O)N(Cc2ccccc2)c2ccccc2C(=O)O)cc1,8%,0.3%,-3%,-7%,39%,
Cc1ccc(/C=N/NC(=O)CSc2nnc(-c3ccc(Cl)cc3)n2-c2ccc(Cl)cc2)o1,-15%,10%,-6%,-8%,41%,
CC(C)(CC(=O)O)CC(=O)N1CCN(c2cc(C(F)(F)F)nc3ccccc23)CC1,-7%,0.6%,-8%,-8%,2%,
CC1CN(C2CCCCC2)c2nc3c(c(=O)[nH]c(=O)n3C)n2C1 (configuration not stated),0%,0.8%,-4%,13%,26%,
O=C(Nc1ccncc1)c1ccc2c(c1)OCCO2,7%,0.1%,-4%,1%,7%,
CN(C)S(=O)(=O)c1ccc2c(c1)c(=O)c(C(=O)NCCCN1CCCCCC1)cn2C,-2%,0.3%,20%,-8%,11%,
OCCC1CN(Cc2ccc(-c3ccco3)cc2)CCN1Cc1ccsc1 (configuration not stated),11%,i,-6%,0%,50%,
CSc1nc(N)nc(SCC(=O)Nc2cccc(F)c2)c1C#N,-13%,9.0%,0%,-6%,-3%,
Cc1ccc([C@H]2C(C(=O)O)=CC[C@@H](c3ccc(Cl)cc3)N2S(=O)(=O)c2ccc(C)cc2)cc1,-16%,i,nt,2%,43%,
COc1ccc(-c2c(C)nn3c(N4CCC(C(=O)N5CCCCC5)CC4)cc(C)nc23)cc1OC,1%,2.4%,-9%,-2%,nt,
CCOc1ccccc1N(CC(=O)Nc1cc(OC)ccc1OC)S(=O)(=O)c1ccccc1,-12%,0.5%,5%,6%,10%,
CCOc1ccc(N(C(C)=O)C2C=CS(=O)(=O)C2)cc1 (configuration not stated),-3%,0.1%,-1%,-6%,-6%,
Cc1cc(C#N)c(SCC(N)=O)nc1-c1ccc(F)cc1,-2%,1.5%,-11%,1%,8%,

# Continued, starting with the last three of the part before.
SMILES,influenza NS1A,VEEV TC-83 Vero,Salmonella PhoP GFP,H37Rv inhibition,M. tuberculosis,others
CCOc1ccccc1N(CC(=O)Nc1cc(OC)ccc1OC)S(=O)(=O)c1ccccc1,-12%,0.5%,5%,6%,10%,
CCOc1ccc(N(C(C)=O)C2C=CS(=O)(=O)C2)cc1 (configuration not stated),-3%,0.1%,-1%,-6%,-6%,
Cc1cc(C#N)c(SCC(N)=O)nc1-c1ccc(F)cc1,-2%,1.5%,-11%,1%,8%,
CN(C)C(CNC(=O)CCOc1ccccc1)c1ccco1 (configuration not stated),-4%,1.8%,2%,2%,nt,
CC(C)COC(=O)n1c(SCC(N)=O)nc2ccccc21,1%,0.9%,-16%,5%,2%,
Cc1occc1-c1nnc(SCC(=O)Nc2nc(C(C)(C)C)cs2)o1,4%,3.0%,-7%,-4%,20%,
O=C(NCCc1nc2ccccc2[nH]1)c1ccc(F)cc1,-4%,3.1%,1%,-1%,24%,
Cc1cc(=O)oc2cc(OC(=O)c3nn(C(C)C)c(=O)c4ccccc34)ccc12,-4%,8.0%,-4%,61%,44%,
NC(=O)c1ccc(NC(=O)CN2CCN(Cc3ccccc3)CC2)cc1,17%,1.1%,-4%,-8%,-22%,
Cc1cccc(NC(=O)Cn2nnc(-c3ccc(CN4CCCC4)cc3)n2)c1C,-4%,3.8%,-6%,4%,25%,
COC(=O)c1cn(-c2ccccc2)c(=O)c2ccccc12,-12%,0.5%,11%,-4%,-5%,
c1ccc2oc(-c3csc(NCC4CCCO4)n3)cc2c1 (configuration not stated),11%,0.6%,23%,6%,10%,
CC(=O)c1ccc(N2CCN(CC(=O)Nc3ccccc3C(=O)NC3CC3)CC2)c(F)c1,-3%,0.2%,nt,0%,10%,
COc1ccc(S(=O)(=O)N2CCOCC2)cc1OC,-6%,0.3%,-6%,-1%,1%,
CCOC(=O)CNC(=O)CNC(=O)c1ccc(OCC(C)C)cc1,-20%,0.1%,-9%,23%,9%,
O=C(COc1cccc(C(F)(F)F)c1)Nc1nnc(C2CC2)s1,-8%,0.8%,nt,3%,0%,
